Screens deposited in PubChem BioAssay by National Center for Advancing Translational Sciences (NCATS).
aSyn yeast rescue = alpha-synuclein toxicity suppression in yeast; AID 1347070; Potency, µM (doses to about 46.1 µM), for the others: top-dose growth rescue (activation), usual class: activators; S. cerevisiae alpha-synuclein toxicity rescue, BacTiter-Glo growth, 24 h; 94,000 tested, 0.02% active; active = well fitted activation curve with a large enough effect; inconclusive = small, poorly fitted or top-dose-only effect; also: 0% is about no effect
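Growth restoration measured by BacTiter-Glo luminescence after 24 hr at 30 deg C; alpha-synuclein yeast, raffinose-pregrown to mid-log, were added at OD600=0.02 in galactose medium onto pinned compounds.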
* marks the source's active call; other numbers are inactive results; & = joins results of further samples; [ ] = another dose, or the depositor's remark. Potency is read from the fitted curve at half-maximal effect. These rows are one share of the data, so the mix of outcomes need not match the whole.

COc1ccc(-c2[nH]c3ccccc3c2SCCNC(=O)c2ccccc2)cc1 was read as aSyn yeast rescue -6.6%.
Cc1ccc(C)c(CN2C(=O)c3ccccc3S(=O)(=O)c3ccc(C(=O)N4CCN(C)CC4)cc32)c1 was read as aSyn yeast rescue 1.0%.
Screening CC(C)(C)c1ccc(C(=O)Nc2ccc(NC(=O)c3ccc(Cl)c(Cl)c3)cc2)cc1 returned aSyn yeast rescue -6.2%.
For COc1ccc(/C=C(/C#N)c2nc(-c3ccc(Br)cc3)cs2)cc1 the results were aSyn yeast rescue 7.2%.
For CCCN(CCC)CC(O)Cn1cc(/C=C/C(=O)c2ccc(C)cc2)c2ccccc21 (stereo not given) the results were aSyn yeast rescue 0.3%.
For O=C(NCc1ccccc1Cl)c1cccc(NC2=NC3CS(=O)(=O)CC3S2)c1 (stereo not given) the results were aSyn yeast rescue -1.1%.
Screening CCCCN(C)CCCNC(=O)C1CCN(c2nc3ccc(CC)cc3s2)CC1 returned aSyn yeast rescue 5.3%.
Screening CCOc1ccc(CCNc2ncnc3onc(-c4ccc(F)cc4)c23)cc1OCC returned aSyn yeast rescue 0.3%.
For Cc1ccc(/C=C/C(=O)Nc2ccc(S(N)(=O)=O)cc2)o1 the results were aSyn yeast rescue 8.3%.
`Cc1ccc(NC(=O)C(=O)NCC(c2ccc3c(c2)OCO3)N2CCOCC2)cc1C` (stereo not given) gave aSyn yeast rescue 4.3%.

Copied from the entries so far (4 entries):
Screening CCCCN(C)CCCNC(=O)C1CCN(c2nc3ccc(CC)cc3s2)CC1 returned aSyn yeast rescue 5.3%.
Screening CCOc1ccc(CCNc2ncnc3onc(-c4ccc(F)cc4)c23)cc1OCC returned aSyn yeast rescue 0.3%.
For Cc1ccc(/C=C/C(=O)Nc2ccc(S(N)(=O)=O)cc2)o1 the results were aSyn yeast rescue 8.3%.
`Cc1ccc(NC(=O)C(=O)NCC(c2ccc3c(c2)OCO3)N2CCOCC2)cc1C` (stereo not given) gave aSyn yeast rescue 4.3%.

Continuation:
`CCCCNC(=O)c1nn(-c2ccc(CC)cc2)nc1CO` gave aSyn yeast rescue 4.7%.
Screening CCOC(=O)CNC(=S)NN(C)C returned aSyn yeast rescue 1.4%.
For O=C(CCn1c(=O)oc2ccccc21)Nc1nc2ccccc2s1 the results were aSyn yeast rescue -0.3%.
`O=C(NCC1CCCO1)c1cc(S(=O)(=O)N2CCCC2)c(Cl)cc1Cl` (stereo not given) gave aSyn yeast rescue -10.2%.
CC1(C)CC(=O)C=C(c2ccccc2CO)C1=O was read as aSyn yeast rescue 11.4%.
COc1ccc(C)cc1NC(=O)CSc1ccc(-c2ccccn2)nn1 was read as aSyn yeast rescue inconclusive.
`CC(=O)N1CCc2cc(S(=O)(=O)NC(CC(C)C)C(=O)NCc3ccccc3Cl)ccc21` (stereo not given) gave aSyn yeast rescue 8.6%.
`Cc1nc(N2CCOCC2)c2c(C(=O)N3CCN(c4cc(Cl)ccc4C)CC3)c(C)oc2n1` gave aSyn yeast rescue 18.4%.
`CN(C)CCNS(=O)(=O)c1ccc(N2CCc3ccccc32)c([N+](=O)[O-])c1` gave aSyn yeast rescue -5.2%.
Screening COc1ccc(-c2cnc(NCc3ccc(C)cc3)n2C)cc1 returned aSyn yeast rescue -4.3%.

Overlap with the part before: 3 entries, then new ones.
`Cc1nc(N2CCOCC2)c2c(C(=O)N3CCN(c4cc(Cl)ccc4C)CC3)c(C)oc2n1` gave aSyn yeast rescue 18.4%.
`CN(C)CCNS(=O)(=O)c1ccc(N2CCc3ccccc32)c([N+](=O)[O-])c1` gave aSyn yeast rescue -5.2%.
Screening COc1ccc(-c2cnc(NCc3ccc(C)cc3)n2C)cc1 returned aSyn yeast rescue -4.3%.
For C=CCn1c(SCC(=O)c2c(N)n(C)c(=O)n(C)c2=O)nnc1-c1ccncc1 the results were aSyn yeast rescue 5.8%.
`CSc1cccc(-c2nnc(NC(=O)c3ccc4c(c3)OCCO4)o2)c1` gave aSyn yeast rescue -7.1%.
COc1cccc(NC(=O)Cn2c(=O)n(CC(=O)NCc3ccc(C)cc3)c(=O)c3sccc32)c1 was read as aSyn yeast rescue -5.3%.
For CCn1cc(CCC(=O)NCc2ccc(F)cc2)c2ccccc21 the results were aSyn yeast rescue 9.0%.
Screening O=C(CN1CCN(S(=O)(=O)c2ccc(Br)cc2)CC1)N/N=C/c1ccncc1 returned aSyn yeast rescue 4.5%.
For O=C(O)c1ccc(CNC(=O)c2ccc(C(F)(F)F)cc2)cc1 the results were aSyn yeast rescue -0.9%.
For CCCCCn1c(=N)c(S(=O)(=O)c2ccccc2)cc2c(=O)n3cccc(C)c3nc21 the results were aSyn yeast rescue 3.4%.
For Cc1nnc(N/N=C/c2cccs2)[nH]c1=O the results were aSyn yeast rescue -3.9%.
Cc1ccc(OCC(=O)Nc2nnc(-c3ccco3)s2)cc1 was read as aSyn yeast rescue -9.0%.
`COc1ccc(C(CCNCc2ccc(OC)c(OC)c2)c2ccc(F)cc2)cc1` (stereo not given) gave aSyn yeast rescue 4.4%.
Screening Cc1ccc(NC(=O)c2sc(-n3nc(C)c(Cc4ccc(Cl)cc4)c3C)nc2C)cc1 returned aSyn yeast rescue -5.7%.
Screening Cc1c(Cl)cccc1NC(=O)CSc1nc(=O)n(Cc2cccnc2)c2c1CCC2 returned aSyn yeast rescue -1.5%.
For COc1ccc(N2C(=O)CSC2c2ccc(F)c(F)c2)cc1 (stereo not given) the results were aSyn yeast rescue 4.6%.
COc1ccc(CN2C(=O)c3ccccc3C2C(=O)NC2CCCC(C)C2C)c(OC)c1 (stereo not given) was read as aSyn yeast rescue -3.4%.
CC(=O)c1cccc(NC(=O)Cc2ccc(NC(=O)N3CCCCc4ccccc43)cc2)c1 was read as aSyn yeast rescue 5.4%.
For NC1=NC(=Nc2cccc(S(=O)(=O)N3CCOCC3)c2)c2ccccc21 the results were aSyn yeast rescue 8.5%.
For CCCCSc1nnc2c(n1)OC(C)N(C(C)=O)c1ccccc1-2 (stereo not given) the results were aSyn yeast rescue 2.7%.
For COc1ccc(CCNS(=O)(=O)c2cnc(Cl)c(Br)c2)cc1OC the results were aSyn yeast rescue -3.1%.
`CN(/C=C1/C(=O)CNC1=O)CCO` gave aSyn yeast rescue 8.4%.
For O=C(Cn1c(=O)n(-c2ccccc2)c(=O)c2c3c(sc21)CCC3)c1ccc(F)cc1 the results were aSyn yeast rescue 4.1%.
O=C(O)/C=C\c1cc2c(cc1[N+](=O)[O-])OCO2 was read as aSyn yeast rescue 5.3%.
Screening Cc1ccc(-c2csc(N3C(=N)SCC3=O)n2)cc1 returned aSyn yeast rescue 1.9%.
For O=c1cc(COc2ccccc2Cl)nc2scc(-c3ccccc3)n12 the results were aSyn yeast rescue 9.0%.
For COc1ccccc1OC(C)C(=O)Nc1ccc(-c2nc3ccccc3s2)cc1 (stereo not given) the results were aSyn yeast rescue -7.9%.
CCOc1ccc(-c2nn(CC(=O)NC3CCCC3)c3c2cnc2ccc(C)cc23)cc1 was read as aSyn yeast rescue 3.5%.
`O=c1c2oc3ccccc3c2n(Cc2cccc(Cl)c2)c(=O)n1Cc1ccco1` gave aSyn yeast rescue -12.0%.
Screening Cc1ccc(NC(=O)CN2C(=O)c3ccccc3Sc3ccc(C(=O)N4CCOCC4)cc32)cc1C returned aSyn yeast rescue 1.7%.
CC(=O)c1ccc(N2CCN(C(=O)C3CCN(S(=O)(=O)c4cn(C)cn4)CC3)CC2)cc1 was read as aSyn yeast rescue -5.1%.
`COc1ccc(S(=O)(=O)N2CCCC2CNC(=O)C(=O)Nc2ccc(C)cc2)cc1` (stereo not given) gave aSyn yeast rescue -47.7%[inhibitor].
For COc1cc(C(=O)Nc2ccc3nc4n(c(=O)c3c2)CCCCC4)cc(OC)c1OC the results were aSyn yeast rescue 5.3%.
COc1ccc(CNC(=O)CN(C(=O)c2csnn2)c2ccc3c(c2)OCCO3)cc1 was read as aSyn yeast rescue 4.2%.
For COc1cccc2cc(-c3nnc(Nc4ccccc4C)s3)c(=O)oc12 the results were aSyn yeast rescue 4.5%.
Screening CCOc1ccc(NC(=O)Cn2cc(C(=O)c3ccc(OCC)cc3)c(=O)c3cc4c(cc32)OCCO4)cc1 returned aSyn yeast rescue -7.5%.
For Cc1ccc(Cn2c(CNC(=O)Cc3cccc([N+](=O)[O-])c3)nc3cccnc32)cc1 the results were aSyn yeast rescue 5.8%.
`C(=C\c1ccccc1)/C=N/N1CCN(Cc2ccccc2)CC1` gave aSyn yeast rescue -8.6%.
For COc1ccc(-c2cn(-c3ccc(C)cc3)c(S(=O)(=O)CC(=O)Nc3ccccc3)n2)cc1 the results were aSyn yeast rescue 6.9%.
For CCCCc1ccc(NS(=O)(=O)c2c(C)n(C)c(=O)n(C)c2=O)cc1 the results were aSyn yeast rescue -2.5%.
`CC1=Nc2cc(C(=O)NC3CCCC3)ccc2Sc2ccc(C)cc21` gave aSyn yeast rescue -17.7%.
For COc1ccccc1C(=O)NC(=O)Nc1ccc(-c2cc(C(F)(F)F)nn2-c2ccccc2)cc1 the results were aSyn yeast rescue -13.8%.
For Cc1ccc(-c2nc3ccccc3[nH]2)cc1NC(=O)COc1cccc(C)c1C the results were aSyn yeast rescue -44.1%[inhibitor].

Pulled one by one from the entries so far (5):
For COc1ccc(-c2cn(-c3ccc(C)cc3)c(S(=O)(=O)CC(=O)Nc3ccccc3)n2)cc1 the results were aSyn yeast rescue 6.9%.
For Cc1ccc(Cn2c(CNC(=O)Cc3cccc([N+](=O)[O-])c3)nc3cccnc32)cc1 the results were aSyn yeast rescue 5.8%.
For COc1cccc2cc(-c3nnc(Nc4ccccc4C)s3)c(=O)oc12 the results were aSyn yeast rescue 4.5%.
Screening CCOc1ccc(NC(=O)Cn2cc(C(=O)c3ccc(OCC)cc3)c(=O)c3cc4c(cc32)OCCO4)cc1 returned aSyn yeast rescue -7.5%.
For COc1ccccc1C(=O)NC(=O)Nc1ccc(-c2cc(C(F)(F)F)nn2-c2ccccc2)cc1 the results were aSyn yeast rescue -13.8%.

Continued.
Screening Cc1ccccc1Nc1c(-c2ccccc2)nc2cccc(C)n12 returned aSyn yeast rescue -7.1%.
CCCCC(CCC(=O)O)(C(=O)OCC)c1csc(Nc2ccc(C)cc2)n1 (stereo not given) was read as aSyn yeast rescue 3.5%.
For Cc1ccc(CNC(=O)Cn2ncn3cccc3c2=O)cc1 the results were aSyn yeast rescue 0.7%.
Clc1cccc(-n2ncc3c(NC4CCCCC4)ncnc32)c1 was read as aSyn yeast rescue -32.2%[inhibitor].
For CCn1c(SCC(=O)Nc2ccccc2Cl)nnc1C1CC1 the results were aSyn yeast rescue 0.1%.
CCCc1nnc(NC(=O)C2CC(=O)N(CCc3ccc(F)cc3)C2)s1 (stereo not given) was read as aSyn yeast rescue -3.6%.
CC(Sc1nc(N)cc(=O)[nH]1)C(=O)Nc1ccc(N2CCOCC2)cc1 (stereo not given) was read as aSyn yeast rescue 2.6%.
Screening N#CCC(C(=O)c1cccnc1)c1ccccc1 (stereo not given) returned aSyn yeast rescue 11.7%.
CCCN1CCN(c2ncnc3scc(C4COc5ccccc5O4)c23)CC1 (stereo not given) was read as aSyn yeast rescue -6.1%.
CCc1ccc(N2CC(C(=O)Nc3ccc(OC)c(S(=O)(=O)N4CCOCC4)c3)CC2=O)cc1 (stereo not given) was read as aSyn yeast rescue -7.2%.
`CS(=O)(=O)c1cccc(C(=O)Nc2cccc(S(=O)(=O)N3CCCC3)c2)c1` gave aSyn yeast rescue -0.3%.
`COc1ccc(S(=O)(=O)n2nc(-c3ccco3)nc2NCc2ccc(N(C)C)cc2)cc1` gave aSyn yeast rescue -3.0%.
For COc1ccc(CNC(=S)Nc2ccc(F)c(Cl)c2)cc1 the results were aSyn yeast rescue -6.4%.
For Cc1ccc(NC(=O)COC(=O)CCn2c(C)csc2=O)c([N+](=O)[O-])c1 the results were aSyn yeast rescue -1.1%.
For Cn1c(=O)c2c(nc(Oc3ccccc3)n2Cc2c(Cl)cccc2Cl)n(C)c1=O the results were aSyn yeast rescue 5.1%.
Screening CCOc1ccc(C(=O)N2CCC(c3nc4ccccc4o3)CC2)cc1 returned aSyn yeast rescue 1.7%.
COc1cc(/C=C(/C#N)C(=O)Nc2ccccc2)c(Br)cc1OCc1ccc(C(=O)O)cc1 was read as aSyn yeast rescue 9.9%.
Screening O=C(NCCN1CCOCC1)/C(=C/c1ccc(Cl)cc1)NC(=O)c1ccccc1 returned aSyn yeast rescue 6.0%.
For COc1cccc(S(=O)(=O)N(C)C[C@@H]2OCc3cnnn3CCCC(=O)N([C@@H](C)CO)C[C@@H]2C)c1 the results were aSyn yeast rescue -5.3%.
Screening Cc1nc2ccccc2nc(=O)c1NNc1ccc([N+](=O)[O-])cc1 returned aSyn yeast rescue 1.7%.
`CCCCNC(=O)CN1C(=O)COc2ccc(S(=O)(=O)N3CCCCCC3)cc21` gave aSyn yeast rescue 0.4%.
O=C(NCC(c1ccc2c(c1)OCO2)N1CCOCC1)C(=O)Nc1cccc(Cl)c1 (stereo not given) was read as aSyn yeast rescue 3.7%.
COc1ccc2oc(=O)cc(CN3CCN(Cc4ccccc4)CC3)c2c1 was read as aSyn yeast rescue 0.0%&-0.1%.
Cc1ccc(-n2nc(C(=O)Nc3ccc(C)c(F)c3)c3c4ccccc4n(C)c3c2=O)cc1 was read as aSyn yeast rescue 3.5%.
O=C(NNC(=O)c1cccs1)c1ccncc1 was read as aSyn yeast rescue 2.9%.
`COc1cc(C2CC(=O)Nc3c2c(=O)n(C)c(=O)n3C)cc(OC)c1OC` (stereo not given) gave aSyn yeast rescue 4.0%.
O=C(Nc1ccccc1C(F)(F)F)N1CCC(CN2CCc3ccccc3C2)CC1 was read as aSyn yeast rescue 1.9%.
`COc1ccc(NC(=O)NCCCN2CCCC2=O)cc1` gave aSyn yeast rescue 1.6%.
CCN1c2ccccc2-c2nc(SCC(=O)Nc3cc(C)c(Cl)cc3OC)ncc2S1(=O)=O was read as aSyn yeast rescue 0.9%.
`CN(C)CCCn1c2c(c(SCC(=O)Nc3nccs3)nc1=O)CCC2` gave aSyn yeast rescue 4.3%.
